Source: PubChem
IL-2 act – IL-2 activation; IL-2 activation reporter assay, cell-based qHTS; stimulated with anti-CD3/CD4/CD28 beads; in transgenic mouse T cells; activation, % (series mostly up to about 46 µM); actives 0.065% (n = 360,000); AID 652025; in the data active means activation above about 50%; inconclusive means mostly about 30% to 49%; further: 0% is about no effect
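Unstimulated transgenic mouse T cells, 750 per well, received compound and, after 60 minutes, anti-CD3/anti-CD4 bead plus anti-CD28 stimulation. EGFP and DsRed were quantified after 18 hours.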
WRN helicase inh – WRN helicase (human) inhibition | WRN helicase unwinding, fluorescent forked duplex, kinetic | actives 0.46% (n = 360,000) | Q14191 | AID 651768 | Potency, µM (titrated, usually from 114 µM), for the others: at the top dose activity change, negative = inhibition, actives largely listed as inhibitors; further: potency means the concentration at half of the fitted maximal effect; on the % scale 0 is the no-effect control and ±100 the full control effect; nearly all actives have a fitted effect of over 55% in size
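Enzyme (20 nM final) and test compound sit together 15 min at room temperature before substrate addition. Substrate is a single-forked duplex oligonucleotide (100 nM) labelled with fluorophore and quencher, with 2 mM ATP; helicase unwinding raises red fluorescence, read kinetically.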
PLK1 PBD inh – PLK1 (human) polo-box domain binding inhibition. P53350. Plk1 PBD binding of FITC phosphopeptide, fluorescence polarization. Potency, µM, inactives show max response, negative = inhibition, usual class: inhibitors. actives 2.8% (n = 360,000); further: potency means the concentration at half of the fitted maximal effect; series mostly up to about 57 µM; on the % scale 0 is the no-effect control and ±100 the full control effect; nearly all actives have a fitted effect of over 65% in size
FUS suppressor – FUS proteinopathy suppression in yeast. S. cerevisiae FUS-expressing, growth rescue, OD600, 24 h. Potency, µM (doses to about 76.6 µM), inactives show at the highest dose growth rescue (activation), actives largely listed as activators. actives 0.24% (n = 390,000);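 further: potency means the concentration at half of the fitted maximal effect; plate controls were DMSO vehicle for no effect and reference control for full effect; nearly all actives have a fitted effect of over 55% in size; some results filed as inactive show a strong effect at the top dose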
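Steps: raffinose overnight preculture; dilution to OD 0.005 in 2% galactose minimal medium; compound addition (concentration series); 24hr at 30C, 99% humidity; absorbance read at 600 nm.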
aSyn yeast inh – inhibitors of alpha-synuclein toxicity in yeast; Yeast expressing alpha-synuclein, growth rescue, BacTiter-Glo, 24 h; Potency, µM (titrated, usually from 46.1 µM), without a hit: top-dose growth rescue (activation), actives largely listed as activators; actives 0.14% (n = 370,000); AID 652106; further: potency means the concentration at half of the fitted maximal effect; % of control where 0% means no effect; nearly all actives have a fitted effect of over 65% in size
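Screening used galactose-induced yeast with toxic alpha-synuclein levels, exposed to compound for 24 hr at 30 deg C. Cell growth, read with BacTiter-Glo luminescence, gave the measured signal.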
EPAC1 antagonist – blocks human EPAC1 exchange factor; EPAC1 GEF assay, Rap1b-BODIPY-GDP exchange fluorescence; Potency, µM (top dose mostly 115 µM), without a hit: at the highest dose activity change, negative = inhibition, usual class: inhibitors; actives 0.14% (n = 360,000); AID 720709;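 further: potency means the concentration at half of the fitted maximal effect; plate controls were vehicle for no effect and positive control for full effect; nearly all actives have a fitted effect of over 50% in size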
Target sequence (O95398 whole entry, looked up): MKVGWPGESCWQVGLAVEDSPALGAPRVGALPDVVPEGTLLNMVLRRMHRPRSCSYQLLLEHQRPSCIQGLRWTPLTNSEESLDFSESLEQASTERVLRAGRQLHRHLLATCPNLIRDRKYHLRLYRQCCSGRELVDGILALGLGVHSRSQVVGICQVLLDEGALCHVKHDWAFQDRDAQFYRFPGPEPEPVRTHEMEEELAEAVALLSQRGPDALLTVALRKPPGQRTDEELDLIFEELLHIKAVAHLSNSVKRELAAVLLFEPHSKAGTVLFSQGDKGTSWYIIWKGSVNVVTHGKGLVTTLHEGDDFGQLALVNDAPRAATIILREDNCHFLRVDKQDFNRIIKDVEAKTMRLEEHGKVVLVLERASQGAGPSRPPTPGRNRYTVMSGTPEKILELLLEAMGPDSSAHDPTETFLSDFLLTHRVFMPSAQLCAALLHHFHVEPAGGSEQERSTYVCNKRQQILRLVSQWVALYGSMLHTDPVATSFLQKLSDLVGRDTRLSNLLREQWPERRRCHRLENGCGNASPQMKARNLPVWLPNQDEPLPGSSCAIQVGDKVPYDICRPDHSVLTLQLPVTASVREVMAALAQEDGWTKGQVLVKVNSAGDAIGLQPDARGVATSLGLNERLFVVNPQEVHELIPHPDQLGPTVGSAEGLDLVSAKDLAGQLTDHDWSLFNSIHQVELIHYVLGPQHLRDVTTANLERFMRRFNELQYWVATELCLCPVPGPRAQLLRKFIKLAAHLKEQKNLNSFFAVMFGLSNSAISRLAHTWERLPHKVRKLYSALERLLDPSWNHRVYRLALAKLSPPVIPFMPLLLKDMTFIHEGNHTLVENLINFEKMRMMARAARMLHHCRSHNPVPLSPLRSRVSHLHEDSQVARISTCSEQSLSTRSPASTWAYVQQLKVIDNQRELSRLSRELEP
PI5P4Ka inh – PI5P4K alpha (human) kinase inhibition; max response, %; PI5P4Kalpha enzyme, ADP-Glo luminescence, 60 min; hits give low values; actives 1.2% (n = 330,000); AID 652105; active means max response of -50% or lower; inconclusive means between -30% and -50%; inactive means -30% or higher; further: value at the top dose of about 77 µM; on the % scale 0 is the no-effect control and ±100 the full control effect
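PI5P4Kalpha ADP-Glo assay; 5 microM ATP final; 60 min RT reaction; HEPES pH 7.4/EGTA/CHAPS, 5% DMSO; controls lacking substrate or enzyme; luminescent end-point.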
Abeta rescue – A-beta toxicity reversal in yeast; AID 1347071; yeast expressing A-beta42, growth rescue, OD600, 48 h; response scale: 0% DMSO, 100% iron-clioquinol control; actives 0.063% (n = 410,000); Potency, µM (doses to about 46.1 µM), inactives show at the highest dose growth rescue, hits mostly activators; further: potency means the concentration at half of the fitted maximal effect; nearly all actives have a fitted effect of over 55% in size
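Yeast growth medium received pinned compounds, then yeast cells expressing toxic A-beta were added; plates incubated at 30 C for 48 hr. Growth read as absorbance at 600 nm, normalized to DMSO and equimolar FeCl3 plus clioquinol controls.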
EPAC1 agonist – EPAC1 (human) agonism; Potency, µM (top dose mostly 154 µM), without a hit: at the top dose activation, most hits filed as activators; EPAC1 agonist qHTS, biochemical assay; response scale: 100% = response to 6.5 mM cAMP; O95398; actives 0.073% (n = 360,000); further: potency means the concentration at half of the fitted maximal effect; nearly all actives have a fitted effect of over 60% in size
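Compounds were pinned as a concentration titration into mixtures of EPAC1 (100 nM), BODIPY-GDP-loaded Rap1B (250 nM) and GDP (50 uM). After 5 min at room temperature, fluorescence was followed for 30 min; activity was scaled to 6.5 mM cAMP.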
Starred values were filed as active, the others as inactive; ? = inconclusive; . = not tested or not shown. Unless noted, the call rests on the fitted dose curve; in most records, active means well fitted curve in the direction sought with a large enough effect; inconclusive means small, poorly fitted or top-dose-only effect, or another doubt; inactive means no such curve, though single readings can be large; an effect the other way counts as inactive or inconclusive.

no.	smiles	IL-2 act	WRN helicase inh	PLK1 PBD inh	FUS suppressor	aSyn yeast inh
1	CC(NC(=O)CCC(=O)c1ccc(F)cc1)C1CC2CCC1C2 (stereo not drawn)	-2.2	-5%	-24%	8%	10%
2	COc1ccccc1C(=O)Nc1ccccc1N1CCN(S(C)(=O)=O)CC1	0.0	-13%	-5%	?	2%
3	Nc1n[nH]c2cc(=O)n(-c3cccc(C(F)(F)F)c3)nc12	2.8	-7%	?	-3%	-7%
4	Cc1cccc(C)c1NC(=O)C1(C)CN(S(C)(=O)=O)CC(=O)N1CCc1ccc(O)cc1 (stereo not drawn)	-0.4	-6%	1%	2%	0%
5	Cc1c(Cl)cccc1NC(=S)NCc1cccn1C	-0.3	-6%	17µM*	.	1%
6	Cc1cc(C(=O)Nc2ccc(N3CCOCC3)c3nonc23)ccc1[N+](=O)[O-]	-1.1	0%	-4%	6%	-5%
7	O=C(NC1CCCCC1)C(c1ccc(C(F)(F)F)cc1)n1c(=O)c(-c2cc3ccccc3[nH]2)nc2ccccc21 (stereo not drawn)	-0.6	-12%	8%	41%	-2%
8	Cc1c(C(=O)O)oc2ccc(S(=O)(=O)NCc3ccc(F)cc3)cc12	1.4	-7%	-11%	15%	5%

no.	EPAC1 antagonist	PI5P4Ka inh	Abeta rescue	EPAC1 agonist
1	-2%	-8	3%	-1%
2	-13%	0	13%	-1%
3	-24%	-22	-8%	0%
4	-17%	-3	-10%	13%
5	1%	4	15%	6%
6	21%	-1	9%	11%
7	-12%	1	?	-5%
8	7%	.	7%	1%

An excerpt from above in order of molecular weight, lowest first:
no.	smiles	IL-2 act	WRN helicase inh	PLK1 PBD inh	FUS suppressor	aSyn yeast inh
3	Nc1n[nH]c2cc(=O)n(-c3cccc(C(F)(F)F)c3)nc12	2.8	-7%	?	-3%	-7%
8	Cc1c(C(=O)O)oc2ccc(S(=O)(=O)NCc3ccc(F)cc3)cc12	1.4	-7%	-11%	15%	5%
2	COc1ccccc1C(=O)Nc1ccccc1N1CCN(S(C)(=O)=O)CC1	0.0	-13%	-5%	?	2%
4	Cc1cccc(C)c1NC(=O)C1(C)CN(S(C)(=O)=O)CC(=O)N1CCc1ccc(O)cc1 (stereo not drawn)	-0.4	-6%	1%	2%	0%

no.	EPAC1 antagonist	PI5P4Ka inh	Abeta rescue	EPAC1 agonist
3	-24%	-22	-8%	0%
8	7%	.	7%	1%
2	-13%	0	13%	-1%
4	-17%	-3	-10%	13%

Additional records follow:
no.	smiles	IL-2 act	WRN helicase inh	PLK1 PBD inh	FUS suppressor	aSyn yeast inh
9	COc1ccccc1C(=O)Nc1ccccc1C(=O)Nc1ccccc1	-2.3	-5%	-7%	-10%	-1%
10	CCSc1cnn(-c2ccccc2)c(=O)c1SCC	-2.8	-16%	4%	-8%	-1%
11	CC1CCC(C(C)C)C(OC(=O)CSc2n[nH]c(=O)[nH]c2=O)C1 (stereo not drawn)	-3.1	-4%	-5%	40%	0%
12	Cc1noc(C)c1C(=O)N1CC(C)OC(C)C1 (stereo not drawn)	1.1	7%	-2%	-40%	9%
13	COc1ccc(-c2nc(CS(=O)CC(=O)NCCCN3CC(C)CC(C)C3)c(C)o2)cc1OC (stereo not drawn)	-1.1	1%	-7%	16%	1%
14	COc1ccccc1NC(=O)c1sc2nc(C)cc(C)c2c1N	-1.9	4%	1%	13%	-1%
15	O=C(CC12CC3CC(CC(C3)C1)C2)Nc1ccc2c(c1)COC2=O	-1.7	-15%	-2%	35%	-2%
16	COc1cccc(OCc2nnc(SCC(=O)OC3CCCCC3)n2C)c1	-1.8	5%	-7%	32%	-4%

no.	EPAC1 antagonist	PI5P4Ka inh	Abeta rescue	EPAC1 agonist
9	?	18	-16%	17%
10	-2%	.	1%	9%
11	-1%	.	-8%	-3%
12	4%	4	2%	3%
13	-15%	.	-7%	0%
14	-13%	1	7%	-12%
15	-5%	.	-8%	9%
16	21%	.	14%	7%

Further results follow.
no.	smiles	IL-2 act	WRN helicase inh	PLK1 PBD inh	FUS suppressor	aSyn yeast inh
17	COc1ccc(C(=O)N2CCC(n3nccc3NC(=O)C3CC3)CC2)c(OC)c1OC	1.1	-9%	-4%	1%	5%
18	CC(C)(C)C(C(=O)NCc1ccccc1)N1CCN(C(=O)C2CCCO2)CC1 (stereo not drawn)	-0.1	5%	-1%	10%	0%
19	CCC1=C(OC(=O)N(CC)CC)N2C(=O)OC(=NCC3CC3)[C@]2(C)[C@H]2C1=CC[C@H]1C(=O)N(CC)C(=O)[C@H]12	1.2	0%	-6%	-1%	4%
20	CCCCNC(=O)c1ccc(NC(=O)CC2SC(N3CCCC3)=NC2=O)cc1 (stereo not drawn)	0.9	1%	-9%	-2%	?
21	CCOc1ccccc1/C=N/NC(=O)C[n+]1ccccc1	-0.2	5%	2%	-20%	1%
22	O=C(CN1C(=O)NC2(CCc3ccccc3C2)C1=O)NCc1ccco1 (stereo not drawn)	-0.8	5%	-2%	-22%	0%
23	O=C(COC(=O)c1ccc(F)cc1F)Nc1cccc(S(=O)(=O)N2CCOCC2)c1	-5.4	-4%	-6%	4%	-3%
24	Cc1ccc(C)c(NC(=O)c2cc3c([nH]c4ccccc43)c(C)n2)c1	-0.5	6%	-2%	10%	-1%

no.	EPAC1 antagonist	PI5P4Ka inh	Abeta rescue	EPAC1 agonist
17	6%	-1	8%	20%
18	6%	-4	-6%	4%
19	-8%	1	6%	-6%
20	-23%	0	-17%	15%
21	4%	-4	-15%	1%
22	6%	-7	0%	9%
23	2%	0	9%	12%
24	3%	-5	-4%	8%

Quoted at random: two records from the list.
no.	smiles	IL-2 act	WRN helicase inh	PLK1 PBD inh	FUS suppressor	aSyn yeast inh
22	O=C(CN1C(=O)NC2(CCc3ccccc3C2)C1=O)NCc1ccco1 (stereo not drawn)	-0.8	5%	-2%	-22%	0%
23	O=C(COC(=O)c1ccc(F)cc1F)Nc1cccc(S(=O)(=O)N2CCOCC2)c1	-5.4	-4%	-6%	4%	-3%

no.	EPAC1 antagonist	PI5P4Ka inh	Abeta rescue	EPAC1 agonist
22	6%	-7	0%	9%
23	2%	0	9%	12%

The list continues.
no.	smiles	IL-2 act	WRN helicase inh	PLK1 PBD inh	FUS suppressor	aSyn yeast inh
25	CC(C)CCNC(=O)CCSCCC(=O)NCCC(C)C	0.2	-1%	-11%	.	4%
26	O=C(NCc1ccco1)C1CCN(C(=O)c2cc3sccc3n2Cc2ccc(F)cc2)CC1	2.2	-6%	-17%	29%	6%
27	CCCc1cc2c(=O)c(-c3ccc4c(c3)OCCO4)coc2cc1OS(C)(=O)=O	-2.5	-5%	-1%	13%	10%
28	COCCCn1cc(CN2CC(N(C)C)CS2(=O)=O)nn1 (stereo not drawn)	1.2	-7%	2%	-7%	-8%
29	COc1cccc(CNC(=S)Nc2cccc(Cl)c2C)c1	-0.8	-16%	9%	14%	1%
30	COCCN(CCOC)c1nc(-c2ccc(C)cc2)nc2ccccc12	-0.9	-6%	0%	17%	-4%
31	COc1ccc(/C=N/NC(=O)C(C)Sc2ccccn2)cc1[N+](=O)[O-] (stereo not drawn)	3.2	4%	-8%	6%	-6%
32	COc1ccc(NC(=O)c2nc(-n3nc(C)cc3C)ccc2Cl)cc1Cl	-2.9	5%	5%	.	2%

no.	EPAC1 antagonist	PI5P4Ka inh	Abeta rescue	EPAC1 agonist
25	-4%	3	27%	-2%
26	-6%	.	-10%	9%
27	-17%	13	-2%	9%
28	0%	2	-3%	6%
29	-22%	6	?	0%
30	-22%	23	-10%	1%
31	-12%	0	-7%	2%
32	6%	-8	-3%	-2%

The list goes on:
no.	smiles	IL-2 act	WRN helicase inh	PLK1 PBD inh	FUS suppressor	aSyn yeast inh
33	Cc1nn(CC(=O)N(C)Cc2ccccc2)c(=O)c2cccn12	0.5	1%	3%	-3%	2%
34	Cc1nc(N2CCN(c3ccccn3)CC2)c2c(C)c(C(=O)Nc3ccc(F)cc3Cl)sc2n1	-0.3	-4%	-14%	-2%	-2%
35	COCCCNC(=O)c1cc2c(-c3ccc(Cl)cc3)nn(C)c2s1	-2.7	-1%	-12%	-7%	1%
36	CS(=O)(=O)N(Cc1cc2ccccc2[nH]c1=O)C1CCCCC1	-1.6	-3%	-10%	13%	3%
37	Cc1cc(C)nc(N/C(=N/S(=O)(=O)Cc2ccccc2)Nc2ccccc2)n1	-1.8	-15%	-18%	-12%	-8%
38	O=C(CN1CCN(C(c2ccccc2)c2ccccc2)CC1)Nc1ccc(N2CCOCC2)cc1	0.7	-5%	-3%	-12%	-2%
39	CCC(=O)N1c2ccc(S(=O)(=O)N3CCN(c4ccc([N+](=O)[O-])cc4)CC3)cc2CC1C (stereo not drawn)	-0.4	0%	-10%	0%	2%
40	Cc1nn(-c2ccccc2)nc1C(=O)NN	1.5	5%	-1%	8%	-8%
41	COC(=O)CCCC(=O)NC1CCCc2c1cnn2-c1ccc(F)cc1F (stereo not drawn)	0.9	0%	-6%	-8%	-2%

no.	EPAC1 antagonist	PI5P4Ka inh	Abeta rescue	EPAC1 agonist
33	-1%	-1	2%	-2%
34	-16%	4	.	0%
35	-16%	1	7%	-16%
36	-15%	.	-9%	7%
37	-4%	0	5%	-7%
38	-11%	5	-8%	2%
39	3%	-4	-24%	-6%
40	15%	4	-9%	3%
41	2%	3	-12%	9%
